# PKA-R1A activ – activators of PKA-R1A holoenzyme, primary screen, biochemical, fluorescence polarization, Cy5-IP20, bovine R1A, mouse PKAc; 340,000 tested, 0.083% active; AID 504707, 2011; activation, % at 11.4 µM; PKA-R1A dissociation; scaled: DMSO 0%, 113 µM cGMP 100%;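 active = percent activation above the mean of all tested compounds plus 3 SD, cut at about 19% in these data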;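 note: higher means more PKAc released from R1A so a rise in polarization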
# Tat transport – E. coli Tat export inhibitors, primary screen, MC4100, TorA-mCherry reporter, fluorescence, single point; inhibition, % at 10 µM; 340,000 tested, 0.036% active; AID 488895, 2010;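 active = mean replicate inhibition at least 50% and at least half of replicates individually reaching 50%; inconclusive = only one of the two criteria met; inactive = neither criterion met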;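 note: exported cargo escapes ClpAP degradation while cytoplasmic cargo is degraded and loses fluorescence; 0% = median of neutral control wells and 100% = median of NaSCN control wells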
# SUMO Mot1 rescue – yeast Mot1-301 growth rescue at high temperature, primary screen, SUMOylation pathway inhibitor project, S. cerevisiae, ATP luminescence, 38.5C; S. cerevisiae Mot1-301 growth rescue; percent above DMSO median, 100 means doubled; growth rescue, % at 18.8 µM; 320,000 tested, 1% active; AID 2716, 2010;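 active = every valid replicate shows activation above 250% relative to neutral control wells; inactive = the rest, any valid replicate at or below 250%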;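 note: OY570 slx delta 5 strain wells were the positive control but not used for scaling; some compounds called inactive have numbers as strong as hits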
# phage Ecoli inh – growth loss of phage-infected E. coli, primary screen, RecBCD inhibitor project, absorbance, with phage, HTS. inhibition, % at 11.9 µM. 360,000 tested, 0.26% active; in the data active = inhibition above about 11%
# E coli growth – E. coli V3065 growth inhibition, primary screen, counter-screen for AddAB inhibitor project, absorbance, OD600; 18 h; inhibition, % at 11.9 µM; 330,000 tested, 0.27% active; AID 449728, 2010;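 active = inhibition above the campaign's mean inhibition across all tested compounds plus 3 SD, cut at about 9.9% in these data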;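 note: uninfected addAB+ strain grown without phage in ampicillin broth; 0% = DMSO wells and 100% = ciprofloxacin 0.95 µg/ml wells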
# AddAB inh – growth inhibition of E. coli expressing H. pylori AddAB, primary screen, AddAB inhibitor project, absorbance. inhibition, % at 11.9 µM. 330,000 tested, 0.29% active; in the data active = inhibition above about 12%;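 note: 0% = vehicle wells of infected cells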
# PfHsp90 yeast 2 – growth inhibition of PfHsp90-expressing yeast, primary screen, antimalarial PfHsp90 inhibitor project, S. cerevisiae, BacTiter-Glo luminescence, single point, set 2; BacTiter-Glo ATP, 48 h; yeast lacking PDR1 and PDR3 efflux regulators; inhibition, % at 9.4 µM; 310,000 tested, 0.32% active;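 active = every replicate shows inhibition above about 80%, whatever the replicate mean, limit read from the data; inconclusive = mean inhibition reaches the set limit but some replicate falls short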;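 note: 0% = DMSO neutral controls and 100% = 20 µM radicicol positive controls; yeast relying on Plasmodium falciparum Hsp90 in place of its own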
# OPRM1-OPRD1 ag – agonists of OPRM1-OPRD1 heterodimerization, primary screen, cell-based, luminescence. 340,000 tested, 0.3% active. cells. activation, % at 9.3 µM. Mu-type opioid receptor (Homo sapiens) + Delta-type opioid receptor (Homo sapiens), …; in the data active = activation above about 18%;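 note: 0% = vehicle-treated cells and 100% = reference agonist; values of inactives mirror those of a sister screen read the other way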
# PKA-R2B act – activators of PKA-R2B holoenzyme, primary screen, biochemical, fluorescence polarization, Cy5-IP20, human. cAMP-dependent protein kinase catalytic subunit beta (Homo sapiens) + cAMP-dependent …. PKA-R2B holoenzyme dissociation; R2B truncated from residue 108, S112A mutant; 0% DMSO only, 100% 113 µM cGMP. activation, % at 11.4 µM. 340,000 tested, 0.079% active. AID 504700, 2011;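 active = activation above a cutoff set at the mean over all compounds plus 3 SD, cut at about 18% in these data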;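 note: higher means more holoenzyme dissociation and a rise in polarization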
# Target sequence (P31323 whole entry, looked up, other chains not shown, the tested form may be a part): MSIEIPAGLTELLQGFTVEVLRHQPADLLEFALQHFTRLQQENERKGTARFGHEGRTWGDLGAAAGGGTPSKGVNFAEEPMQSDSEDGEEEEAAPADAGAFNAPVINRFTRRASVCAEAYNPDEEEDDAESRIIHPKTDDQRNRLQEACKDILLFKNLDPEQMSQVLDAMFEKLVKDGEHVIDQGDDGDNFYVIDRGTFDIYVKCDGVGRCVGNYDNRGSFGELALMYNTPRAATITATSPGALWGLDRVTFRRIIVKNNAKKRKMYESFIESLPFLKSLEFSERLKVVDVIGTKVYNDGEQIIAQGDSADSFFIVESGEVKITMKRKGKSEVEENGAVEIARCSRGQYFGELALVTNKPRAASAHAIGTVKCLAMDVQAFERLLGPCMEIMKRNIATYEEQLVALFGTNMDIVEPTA
# HTR5A inv ag – HTR5A inverse agonists in luminescence cell assay, primary screen, counter-screen for OPRM1-OPRD1 heterodimer inverse agonist project, full-deck HTS; 5-hydroxytryptamine receptor 5A (Homo sapiens), P47898; HTR5A cell line, inverse agonism; inhibition, % at 9.3 µM; 340,000 tested, 0.083% active; AID 504634, 2011; in the data active = inhibition mostly above about 23%, no sharp cut-off; inactive = mostly below about 18%;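 note: 0% = cells with DMSO and 100% = no-cell wells with DMSO; some compounds called inactive have numbers as strong as hits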
# Target sequence (P47898 whole entry, looked up): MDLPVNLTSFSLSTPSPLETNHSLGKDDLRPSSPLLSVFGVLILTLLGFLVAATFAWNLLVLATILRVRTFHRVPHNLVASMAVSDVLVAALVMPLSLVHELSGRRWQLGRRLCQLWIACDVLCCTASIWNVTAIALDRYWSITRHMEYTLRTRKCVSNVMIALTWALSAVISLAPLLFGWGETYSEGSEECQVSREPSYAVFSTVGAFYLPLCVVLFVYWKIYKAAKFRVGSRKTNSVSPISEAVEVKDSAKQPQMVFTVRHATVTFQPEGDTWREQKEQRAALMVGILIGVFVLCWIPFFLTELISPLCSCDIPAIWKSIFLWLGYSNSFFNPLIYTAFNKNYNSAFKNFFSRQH
# OPRM1-OPRD1 inv – inverse agonists of MOR-DOR heterodimerization, primary screen, cell-based, luminescence | Mu-type opioid receptor (Homo sapiens) + Delta-type opioid receptor (Homo sapiens), … | cell-based MOR-DOR heterodimer luminescence, inverse agonism | inhibition, % at 9.3 µM | 340,000 tested, 0.21% active | AID 504357, 2011; in the data active = inhibition above about 22%, passing the limit was not always enough;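 note: 0% = cells with DMSO and 100% = wells without cells with DMSO; values of inactives mirror those of a sister screen read the other way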
# The depositor's hits bear a star; ? = inconclusive; · = no result given.
SMILES,PKA-R1A activ,Tat transport,SUMO Mot1 rescue,phage Ecoli inh,E coli growth,AddAB inh,PfHsp90 yeast 2,OPRM1-OPRD1 ag,PKA-R2B act,HTR5A inv ag,OPRM1-OPRD1 inv
CCN1CCN(C(=O)Cn2c(=O)sc3ccccc32)CC1,1,-9,16,2.0,3.1,5.1,1,-0.9,-4,11,5
COc1ccccc1CNC(=O)c1cn(C)c2ccc(S(=O)(=O)N3CCCC3)cc2c1=O,-13,-18,16,1.6,-1.1,-2.1,-20,-0.8,1,-9,4
COc1ccc(N=Nc2c(N)nn(C)c2N)cc1,-9,-2,·,3.5,·,·,-19,2.0,-15,-5,-10
CCc1nnc(NC(=O)c2ccc(-c3ccc(C(C)=O)cc3)o2)s1,6,-3,9,1.9,2.3,0.9,-11,1.7,6,15,-7
CSc1nccc(NC(=O)c2ccc(C(C)(C)C)cc2)n1,0,-4,-1,2.7,-1.1,-1.4,-285,9.5,-3,-20,-49
COc1cccc(C(=O)Nc2cccc(-c3ccc(N4CCOCC4)nn3)c2)c1,-3,9,-11,3.2,0.2,1.6,10,-1.9,9,-2,10
Cc1cc(OCC(=O)Nc2ncn[nH]2)ccc1Cl,-1,1,4,0.2,-1.1,-1.3,-3,-1.6,0,-5,9
O=S(=O)(N/N=C/c1ccc2c(c1)OCO2)c1ccc(Br)cc1,-2,3,-19,3.1,0.1,3.6,7,-4.3,-10,1,14
COc1ccc(Nc2nc(C)nc3sc4c(c23)CCC4)cc1O,·,-1,-5,4.2,-3.0,0.0,-79,·,·,·,·
Cc1[nH]nc2c1C(=O)CCC2,4,8,-7,4.8,0.3,3.7,41,-1.7,1,1,7
CC(=O)c1cccc(NC(=O)c2ccoc2C)c1,-14,2,-16,3.4,0.4,1.0,-8,-0.1,-4,1,0
C/C(=C\C(=O)C(F)(F)F)Nc1ccc(C)cc1,1,-12,-18,1.6,1.0,3.0,17,-3.2,-10,9,17
CC(=O)c1cccc(NC(=O)COc2ccc3oc(=O)cc(C)c3c2)c1,-2,3,-26,5.4,-0.3,2.4,2,-3.0,-9,-7,15
COCCNC(=O)c1cccc(OC2CCN(Cc3cccc(SC)c3)CC2)c1,-2,-5,3,-0.9,1.8,0.7,27,0.2,-5,18,-1
COC(=O)C1=C(C(=O)OC)C2(OC1c1ccccc1C)C(=O)c1ccccc1C2=O (stereo not given),-7,-2,-12,3.7,1.8,2.1,11,-0.9,-7,-24,5
CC(C)CN(C(=O)COC(=O)Cc1ccc(Cl)cc1)c1c(N)n(Cc2ccccc2)c(=O)[nH]c1=O,-1,-5,156,-1.0,2.0,3.8,-17,-1.4,-8,19,9
Cc1sc2ncn(CC(=O)NCC(=O)N3CCN(c4ccccc4F)CC3)c(=O)c2c1C,-9,-2,3,1.4,-5.0,3.2,14,-3.0,-5,-4,16
O=C(O)c1ccc(-n2nnnc2SCc2cccc(Br)c2)cc1,0,-7,-3,3.4,0.9,1.2,-13,-2.4,4,-10,11
COc1ccc(/C=N/NC(=O)CSc2nnc(CCCc3ccc(OC)c(C)c3)o2)cc1,-12,-1,·,3.2,1.5,-3.5,-21,-2.1,-1,-1,12
O=C(CSc1n[nH]c(=O)[nH]c1=O)Nc1cccc(S(=O)(=O)N2CCOCC2)c1,7,-3,2,2.4,2.6,1.6,5,-0.4,0,13,2

# Reprinted from the part before: 4 compounds, followed by the next part.
SMILES,PKA-R1A activ,Tat transport,SUMO Mot1 rescue,phage Ecoli inh,E coli growth,AddAB inh,PfHsp90 yeast 2,OPRM1-OPRD1 ag,PKA-R2B act,HTR5A inv ag,OPRM1-OPRD1 inv
Cc1sc2ncn(CC(=O)NCC(=O)N3CCN(c4ccccc4F)CC3)c(=O)c2c1C,-9,-2,3,1.4,-5.0,3.2,14,-3.0,-5,-4,16
O=C(O)c1ccc(-n2nnnc2SCc2cccc(Br)c2)cc1,0,-7,-3,3.4,0.9,1.2,-13,-2.4,4,-10,11
COc1ccc(/C=N/NC(=O)CSc2nnc(CCCc3ccc(OC)c(C)c3)o2)cc1,-12,-1,·,3.2,1.5,-3.5,-21,-2.1,-1,-1,12
O=C(CSc1n[nH]c(=O)[nH]c1=O)Nc1cccc(S(=O)(=O)N2CCOCC2)c1,7,-3,2,2.4,2.6,1.6,5,-0.4,0,13,2
Cc1cc(=O)oc2c3c(cc(OCC(=O)N[C@@H](Cc4ccccc4)C(=O)O)c12)OC(C)(C)CC3,-17,2,-7,1.6,-1.0,5.0,2,-2.1,2,8,12
COC(=O)CCc1c(C)[nH]c(C(=O)OCc2ccccc2)c1C,1,7,-13,1.6,1.5,2.7,-27,1.6,8,-6,-9
COc1ccc(-c2nc(=S)n3ccsc3n2)cc1OC,5,-5,-18,-0.5,-1.5,-3.6,2,0.8,-9,-7,-4
CON(C)S(=O)(=O)c1cccc(C(=O)N(CC(=O)Nc2ccccc2C(F)(F)F)Cc2ccco2)c1,-11,-2,-1,0.7,-1.7,2.0,1,-1.8,-12,-15,7
COc1ccc(O)c(C(=O)c2cc(C#N)c(=O)n(-c3c(C)n(C)n(-c4ccccc4)c3=O)c2)c1,2,8,147,2.7,-3.2,4.9,-12,0.0,4,5,0
O=C(Nc1ccc(F)cc1F)N1CCC(c2nc3ccccc3o2)CC1,3,-3,14,3.7,0.4,-0.2,19,-2.9,-4,-8,16
CCN(C(=O)CN1C(=O)c2ccccc2S1(=O)=O)C1CCCCC1,-7,0,13,1.5,1.6,1.1,·,-1.4,-7,0,9
c1ccc(-c2nc(-c3ccco3)n3ccccc23)cc1,3,3,39,2.5,0.2,-1.4,43,0.5,-12,4,-2
Cc1ccc(C)c(N2CCN(c3ccc(N4C(=O)COCC4=O)cc3[N+](=O)[O-])CC2)c1,-8,-3,17,4.0,2.4,3.7,-11,-2.3,8,11,12
Cc1cccc(/C=N/NC(=O)c2cc(C3CC3)nc3ccccc23)n1,11,?,-1,4.3,0.2,-0.6,2,-0.7,3,-4,4
COc1ccccc1CNCC(=O)Nc1cc(S(=O)(=O)N2CCCCCC2)ccc1Cl,-14,8,16,-1.2,-2.3,-1.4,6,2.3,6,9,-12
CC(C)(C)C(=O)NCCCc1nc2ccccc2n1CCCOc1ccc(Cl)cc1,-12,6,103,2.8,0.4,0.5,-16,-2.2,-3,18,12
COc1cc(Cl)c(C)cc1NC(=O)CSc1cc(Cl)ccc1Cl,-8,-2,15,1.3,4.0,1.7,30,-0.4,-2,2,2
C[C@H](NC(=O)c1ccco1)C(=O)Nc1cc(S(=O)(=O)N2CCCC2)ccc1OCC(F)(F)F,-4,0,-6,4.8,-1.4,-1.0,21,-1.9,-6,17,8
CCOc1ccc(CCNC(=O)C(CCC(N)=O)NC(=O)OCc2ccccc2)cc1OCC (stereo not given),-2,-8,-11,1.7,-0.4,-0.8,·,0.5,2,-12,-3
COc1ccc(NC(=O)C2CCCN(S(=O)(=O)c3ccc4c(c3)oc(=O)n4C)C2)cc1OC (stereo not given),1,1,-17,-2.4,0.9,-1.2,-2,-1.1,-5,12,6
OC(COc1c(F)cc(Br)cc1F)CN1CCN(c2ccc(F)cc2)CC1 (stereo not given),-15,6,116,2.2,1.7,5.9,-2,3.3,-3,10,-14
C=CCn1cc(C(=O)NCCOC)c(=O)c2cc(S(=O)(=O)N(CC)CC)ccc21,7,-8,8,0.5,1.2,0.7,·,-3.3,8,2,16
Cc1occc1C(=O)N/N=C/c1ccc(N(C)C)cc1,-15,0,27,3.5,0.8,4.0,-12,-1.4,-5,9,7
CC1(C)C(=O)Nc2ccccc2N1C(=O)c1ccc([N+](=O)[O-])cc1,-9,3,9,4.2,1.3,3.9,5,1.2,3,-11,-6

# One compound at a time, as listed above:
# `CCN(C(=O)CN1C(=O)c2ccccc2S1(=O)=O)C1CCCCC1` is entered as PKA-R1A activ: -7; Tat transport: 0; SUMO Mot1 rescue: 13; phage Ecoli inh: 1.5; E coli growth: 1.6; AddAB inh: 1.1; PfHsp90 yeast 2: ·; OPRM1-OPRD1 ag: -1.4; PKA-R2B act: -7; HTR5A inv ag: 0; OPRM1-OPRD1 inv: 9
# `COc1cc(Cl)c(C)cc1NC(=O)CSc1cc(Cl)ccc1Cl` is entered as PKA-R1A activ: -8; Tat transport: -2; SUMO Mot1 rescue: 15; phage Ecoli inh: 1.3; E coli growth: 4.0; AddAB inh: 1.7; PfHsp90 yeast 2: 30; OPRM1-OPRD1 ag: -0.4; PKA-R2B act: -2; HTR5A inv ag: 2; OPRM1-OPRD1 inv: 2

# (cont.)
SMILES,PKA-R1A activ,Tat transport,SUMO Mot1 rescue,phage Ecoli inh,E coli growth,AddAB inh,PfHsp90 yeast 2,OPRM1-OPRD1 ag,PKA-R2B act,HTR5A inv ag,OPRM1-OPRD1 inv
O=C(CN1c2ccccc2S(=O)(=O)c2ccccc21)NCc1ccc(F)cc1,0,-3,9,4.7,5.2,4.6,-10,-1.1,-13,13,5
O=C(Nc1ccc(F)cc1)N1CCN(c2ccc(F)cc2)CC1,14,-12,100,0.8,0.0,2.2,-4,-1.5,-7,-9,7
CCN(CC)CC#Cc1ccc(C)cc1,4,-15,27,0.7,-1.5,2.8,2,-4.0,5,12,20
COc1ccc(NC(=S)Nc2cccc3ccccc23)cc1OC,2,-6,-16,1.0,1.4,0.7,-3,1.7,12,-13,-6
COc1ccccc1CNC(=O)COC(=O)Cc1cccs1,-11,-3,·,3.8,0.2,3.0,1,-2.3,-4,3,11
CCN1/C(=C/c2ccc3cc(C)ccc3[n+]2C)Sc2ccc3sccc3c21,12,-6,·,2.1,·,·,11,10,-2,10,-72
CC(Cc1ccsc1)NC(=O)CCc1nnc(COc2ccccc2)o1 (stereo not given),-1,-1,4,3.4,0.5,-2.9,32,-2.1,1,-13,10
